High-throughput results deposited in PubChem BioAssay by several laboratories.
SRC3 inh = inhibits human SRC3 coactivator; Q9Y6Q9; HEK293 GAL4-SRC3 luciferase reporter, luminescence; inhibition, % at 3.6 µM; 0.17% of 360,000 active;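 active means inhibition above a per-campaign cutoff, the mean of all compounds plus 3 SD, cut at about 60% in these data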;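 further: 0% = DMSO-treated cells and 100% = gossypol-treated cells at 36 µM; higher means less SRC3-driven luciferase light from the GAL4 reporter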
NCOA1 inh = human NCOA1 inhibition. Q15788. 0.12% of 360,000 active. AID 588354. HEK293 GAL4-SRC1 luciferase reporter, luminescence. inhibition, % at 3.6 µM;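 active means inhibition above the campaign mean plus 3 SD, with each screening campaign given its own cutoff, cut at about 60% in these data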;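 further: 0% = DMSO treated cells and 100% = gossypol at 36 µM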
NCOA2 inhibitor = inhibits human steroid receptor coactivator 2; Q15596; HEK293 GAL4-SRC2 luciferase reporter, luminescence; inhibition, % at 9 µM; 0.17% of 370,000 active;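 active means inhibition above the mean inhibition of all tested compounds plus 3 SD, set per campaign, cut at about 52% in these data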;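 further: 0% = DMSO treated cells and 100% = cells given Gossypol at 36 µM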
NOD2-RIPK2 inh = inhibitors of human NOD2-RIPK2 interaction; inhibition, % at 4.98 µM; AID 624267; CHO BLA complementation NOD2-RIPK2, CCF4 ratio; 0.38% of 360,000 active; in the data active means inhibition above about 21%;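 further: 0% = vehicle only and 100% = reference blocker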
Target sequence (O43353 whole entry, looked up): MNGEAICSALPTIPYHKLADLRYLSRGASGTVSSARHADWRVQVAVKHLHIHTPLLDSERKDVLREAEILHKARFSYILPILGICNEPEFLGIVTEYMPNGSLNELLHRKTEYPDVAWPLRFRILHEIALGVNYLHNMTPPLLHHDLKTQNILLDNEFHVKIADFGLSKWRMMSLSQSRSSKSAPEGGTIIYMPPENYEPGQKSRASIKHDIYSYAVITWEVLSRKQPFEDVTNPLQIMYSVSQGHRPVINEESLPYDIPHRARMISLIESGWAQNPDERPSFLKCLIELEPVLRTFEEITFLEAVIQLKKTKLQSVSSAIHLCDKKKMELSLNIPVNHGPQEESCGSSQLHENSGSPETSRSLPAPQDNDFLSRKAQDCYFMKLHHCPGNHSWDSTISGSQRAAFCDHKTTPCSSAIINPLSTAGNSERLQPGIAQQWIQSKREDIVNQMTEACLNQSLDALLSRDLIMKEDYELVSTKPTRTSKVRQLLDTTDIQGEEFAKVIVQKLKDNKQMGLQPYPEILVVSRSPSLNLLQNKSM
NR5A2 inv ag = NR5A2 inverse agonism in reporter assay; O00482; HEK293T StAR-luciferase reporter, LRH-1 transfected, 24 h; 0.13% of 360,000 active; inhibition, % at 3.6 µM; AID 602396;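 active means inhibition above the mean inhibition of all tested compounds plus 3 SD, cut at about 73% in these data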;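 further: 0% = DMSO wells and 100% = reporter-only cells lacking LRH-1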
TLR9-MyD88 block = inhibitors of human TLR9-MyD88 binding; Q9NR96+Q99836; CHO BLA complementation TLR9-MyD88, CCF4 FRET ratio; inhibition, % at 4.98 µM; 0.21% of 340,000 active; AID 504734;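 active means inhibition above the mean over all tested compounds plus 3 SD, cut at about 21% in these data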;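 further: 0% = DMSO only wells and 100% = clavulanate BLA inhibitor control wells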
C8 TRAIL sens = sensitizes caspase-8 expressing cells to TRAIL; NB7+C8 cells + TRAIL, ATPlite viability luminescence; inhibition (viability loss, TRAIL sensitization), % at 10 µM; 1% of 360,000 active; AID 624354;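 active means compounds causing at least 50% loss of cell viability in the single-dose screen, relative to plate controls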
TWEAK Fn14 block = blocks TWEAK-Fn14 interaction in a reporter cell assay; 2% of 360,000 active; AID 1159606; TWEAK-stimulated Fn14 reporter cells, luciferase luminescence, 8 h; inhibition, % at 10 µM; in the data active means inhibition above about 50%
TROY signal inh = inhibitors of TROY-dependent NF-kB signaling; Q293 LMP1-TROYcd NF-kB luciferase reporter, 4 h; inhibition, % at 10 µM; 0.98% of 360,000 active; AID 1347056;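 active means compounds whose plate-normalised and pattern-corrected inhibition of the luciferase reporter signal at the single screening dose is 50% or more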
EBV LMP1 NFkB = reduces LMP1-driven NF-kappaB luciferase signal; LMP1-induced NF-kappaB luciferase reporter cells, luminescence; inhibition, % at 12.5 µM; 0.69% of 350,000 active; in the data active means inhibition above about 41%;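 further: 0% = neutral control wells and 100% = reference inhibitor control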
COUP-TFII inh = blocks human COUP-TFII nuclear receptor; P24468; HEK293T NGFI-A luciferase reporter, luminescence; inhibition, % at 8.6 µM; 0.7% of 370,000 active; AID 686940;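 active means inhibition above a per-plate cutoff, mean inhibition of test wells between control levels plus 3 SD, cut at about 38% in these data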;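 further: cells cotransfected with COUP-TFII expression vector driving the NGFI-A reporter; 0% = median of COUP-TF2 test wells and 100% = reporter-only cells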
Target sequence (P24468 whole entry, looked up): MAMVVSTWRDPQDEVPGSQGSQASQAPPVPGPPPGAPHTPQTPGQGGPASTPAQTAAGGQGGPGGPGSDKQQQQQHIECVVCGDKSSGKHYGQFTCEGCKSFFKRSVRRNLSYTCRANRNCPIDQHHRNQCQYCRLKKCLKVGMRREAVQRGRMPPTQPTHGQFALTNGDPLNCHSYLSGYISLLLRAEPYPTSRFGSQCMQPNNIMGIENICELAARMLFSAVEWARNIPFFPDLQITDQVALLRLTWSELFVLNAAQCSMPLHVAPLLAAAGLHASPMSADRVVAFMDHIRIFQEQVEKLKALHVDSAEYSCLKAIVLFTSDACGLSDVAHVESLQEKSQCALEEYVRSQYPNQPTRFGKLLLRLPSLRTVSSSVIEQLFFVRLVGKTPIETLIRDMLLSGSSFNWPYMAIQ
An asterisk follows results filed as active; . = not tested or not shown. An excerpt; the hit share may differ from the screen's.

canonical_smiles	SRC3 inh	NCOA1 inh	NCOA2 inhibitor	NOD2-RIPK2 inh	NR5A2 inv ag	TLR9-MyD88 block	C8 TRAIL sens	TWEAK Fn14 block	TROY signal inh	EBV LMP1 NFkB	COUP-TFII inh
C=CCNc1ncnc2c1cnn2-c1ccc(C)cc1C	-49.0	-25.7	2.8	-5.2	-8.1	8.1	-3.2	-31.5	-35.4	9.5	-20.2
NC(=S)n1[nH]c(-c2ccc([N+](=O)[O-])cc2)c(N=Nc2cccc(Cl)c2)c1=O	0.4	-2.5	-4.0	1.4	11.2	-2.1	46.1	71.8*	55.7*	13.4	22.2
CCOC(=O)CSc1nc(C)c(C(C)=O)cc1C#N	-4.8	-30.7	-21.6	1.1	-28.6	4.0	1.1	2.3	-36.2	-14.4	-16.2
CCOC(=O)C(Cc1ccccc1)NC(=O)CCCC(=O)c1ccccc1 (centres undefined)	-0.7	15.5	-3.6	-6.6	-5.7	-9.0	0.9	-20.2	3.0	10.0	-3.8
NS(=O)(=O)c1ccc(Cl)c(S(N)(=O)=O)c1	-3.6	-5.4	10.2	-3.2	-1.7	-13.0	-12.4	-2.7	-0.5	-3.9	-1.7
Cc1[nH]c2ccccc2c1/C=N/NC(=O)CNC(=O)COc1ccccc1	-2.3	-14.2	6.3	-1.1	8.7	-0.1	-2.4	18.6	-6.8	-11.0	-5.8
Cc1cc(C)c2cc(C(=O)N(C)C3CCN(C)CC3)[nH]c2c1	8.4	-15.3	-10.0	2.5	-4.7	0.7	-0.2	-4.2	2.3	-1.1	5.3
Cc1cccc(NC(=O)Cn2nnc3ccccc32)c1	-68.0	-83.8	-49.4	8.5	-66.7	0.0	-0.3	-40.3	-38.0	-18.7	-32.9
COc1ccc(Cl)cc1C(=O)NNC(=O)c1cccc(S(=O)(=O)N(C)C)c1	9.7	5.9	13.1	-1.1	-3.5	3.0	-5.0	16.1	7.5	1.0	5.8
COc1cc2cc(-c3ccc(O)cc3O)nc(C)c2cc1OC	-39.6	-48.2	-80.9	-1.7	18.7	1.4	25.6	7.3	-57.4	2.0	-118.5
O=c1c2[nH]c3ccccc3c2ncn1Cc1cccnc1	5.3	3.1	5.3	-2.6	-17.4	-1.8	18.3	-11.3	8.2	-2.6	5.9
CCOC(=O)[C@@H]1[C@H]2COc3cc(OC)ccc3[C@H]2N2C(=O)N(c3ccc(OC)cc3)C(=O)[C@]12C	3.3	-1.6	1.0	3.5	18.9	13.7	-13.3	-9.2	11.6	2.7	-4.9
O[C@H]1CN(CC2CCCCC2)[C@@H](c2ccc(Cl)cc2)C[C@@H]1n1cc(-c2ccc(F)cc2)nn1	0.2	0.4	20.4	-2.6	-14.5	-7.9	25.6	50.2*	10.1	3.3	-8.0
CC(c1ccncn1)N(C)C(=O)c1ccc2oc(Cc3ccccc3)nc2c1 (centres undefined)	-3.6	-9.6	-36.8	-4.0	19.3	-1.4	-10.3	-12.8	-5.1	-8.1	-7.2
CCOC(=O)Cc1cc(-c2ccc(OC)cc2)nc2ccc3ccccc3c12	-2.9	-11.7	-17.8	-10.6	2.8	2.9	12.3	19.9	-1.0	-8.5	6.4
COC(=O)CCC(=O)COc1ccccc1C#N	-22.7	-40.9	-10.2	-13.7	-21.6	-11.5	1.0	-2.5	-23.6	-1.8	-13.3
Cc1ccc(S(=O)(=O)/C(C#N)=C/c2c(N3CCOCC3)nc3ccccn3c2=O)cc1	-16.6	2.0	-5.3	-1.1	5.2	-6.3	-8.7	8.6	-2.8	-4.2	0.0
CN1CCN(c2ccc(CNC[C@H]3O[C@@H](n4cnc5c(=O)[nH]c(N)nc54)[C@H](O)[C@@H]3O)c(S(C)(=O)=O)c2)CC1	-8.0	14.9	-12.3	8.3	7.1	.	1.9	11.0	-3.4	.	-8.0
COCCn1c(SCC(=O)NN2C(=O)NC(C)(c3ccccc3)C2=O)nnc1-c1ccncc1 (centres undefined)	3.4	-1.2	-7.3	-4.0	13.4	1.1	-12.0	10.2	-8.6	0.8	7.6
COc1ccc(OCc2nnc(SCC(=O)Nc3ccccc3C#N)o2)cc1	9.0	2.1	-5.5	9.4	13.8	-11.6	-8.3	-5.8	11.6	-1.6	8.9
CCNC1(C#N)CCN(Cc2ccccc2)CC1	-9.8	-20.5	11.8	-1.5	5.2	-1.6	-2.6	-5.0	-2.0	-11.0	-8.3
Oc1c(C2=NCCNC(C(F)(F)F)=C2)ccc2ccccc12	-89.0	-175.5	-107.0	8.0	-134.0	-2.9	9.0	-30.7	-59.4	-55.3	-62.0
CN(CC(=O)Nc1ccc(Cl)cc1)C(=O)CNC(=O)c1ccc(Br)o1	9.2	-10.6	-7.7	4.3	3.3	4.9	-0.7	-16.7	7.2	-3.1	3.3
CCCP(=O)(CC(=O)O)c1ccccc1 (centres undefined)	-4.9	-26.2	-22.6	11.2	-8.1	-7.5	-1.5	2.4	5.8	0.5	6.7
CSc1nc(C)cc(Oc2ccccc2)n1	13.1	-2.5	-2.8	6.7	-8.7	-3.2	-0.3	-3.3	15.1	-1.3	-15.6
CCC1(c2ccccc2)SC(N)=NC1=O (centres undefined)	-1.3	2.6	-27.3	-2.1	12.4	3.4	-19.3	-12.1	0.9	-3.4	12.7
CN(c1cccc(Cl)c1)S(=O)(=O)c1cccc(C(=O)NC2=NCCS2)c1	20.4	-5.9	-10.5	-2.4	-4.7	1.0	10.9	24.9	15.3	-3.3	10.1
CC1CCC(C(C)C)C(OC(=O)CSc2nnc(N)s2)C1 (centres undefined)	3.3	2.2	2.5	10.1	-1.7	-11.5	10.9	-14.2	2.7	-9.6	6.7
CCOC(=O)NNc1ccc(C(F)(F)F)cn1	19.9	-15.0	-4.7	-13.5	1.3	-12.6	9.4	2.6	0.1	-5.8	6.4
Cn1cccc1C(=O)OCc1nc2ccccc2c(=O)[nH]1	-0.9	-24.5	-0.2	0.6	-12.6	6.4	3.6	-29.3	-22.1	-4.6	-18.6

Entries shown so far with a CF3 group:
canonical_smiles	SRC3 inh	NCOA1 inh	NCOA2 inhibitor	NOD2-RIPK2 inh	NR5A2 inv ag	TLR9-MyD88 block	C8 TRAIL sens	TWEAK Fn14 block	TROY signal inh	EBV LMP1 NFkB	COUP-TFII inh
Oc1c(C2=NCCNC(C(F)(F)F)=C2)ccc2ccccc12	-89.0	-175.5	-107.0	8.0	-134.0	-2.9	9.0	-30.7	-59.4	-55.3	-62.0
CCOC(=O)NNc1ccc(C(F)(F)F)cn1	19.9	-15.0	-4.7	-13.5	1.3	-12.6	9.4	2.6	0.1	-5.8	6.4

(more compounds)
canonical_smiles	SRC3 inh	NCOA1 inh	NCOA2 inhibitor	NOD2-RIPK2 inh	NR5A2 inv ag	TLR9-MyD88 block	C8 TRAIL sens	TWEAK Fn14 block	TROY signal inh	EBV LMP1 NFkB	COUP-TFII inh
O=C1CCC(c2ccccc2)=NN1Cc1c(F)cccc1Cl	-3.8	-6.0	21.6	0.2	7.7	10.7	0.3	-7.8	2.8	6.7	-18.0
O=C(O)c1nn(CC(=O)N2CCCCCC2)c(=O)c2ccccc12	14.6	9.5	3.0	1.9	-14.4	13.7	-2.9	6.1	-5.6	5.8	-7.7
Cc1occc1C(=O)O/N=C(\N)c1ccc(Cl)cc1	-32.5	-47.0	-44.1	-4.1	-73.8	9.2	87.0*	-30.2	-28.3	-23.3	-28.3
COC(=O)c1ccc(S(=O)(=O)NCc2ccco2)o1	13.6	6.0	-15.9	-8.7	0.1	-0.8	5.1	-4.8	4.6	1.7	-3.7
Cc1ccc(OCC(=O)Nc2ccc(N3CCN(S(C)(=O)=O)CC3)cc2)cc1	19.5	0.6	9.1	-7.8	10.6	5.4	0.1	-8.4	-6.4	-19.0	0.5
Cc1csc(NC(=O)c2ccc(Cn3nc(C)c(Br)c3C)o2)n1	11.8	9.7	0.4	-16.4	11.8	-2.4	24.4	43.6	23.5	-1.4	34.4
CCN(CC)CCNC(=O)c1ccc(CS(=O)(=O)c2ccc(Br)cc2)o1	7.1	-54.1	-19.7	-22.4	6.4	4.4	7.1	3.4	18.5	-5.2	-0.4
CCCCc1c(-c2ccccc2OC)ncn1CCc1ccc(Cl)cc1	.	.	-3.2	-5.5	-19.8	.	21.7	-3.6	21.6	.	16.5
O=C(O)c1cccc(S(=O)(=O)Nc2ccccc2Cl)c1	10.5	-7.0	-40.8	3.7	11.9	-2.2	2.0	-2.4	-14.2	-0.5	-8.0
Cc1cnnn1-c1cccc([N+](=O)[O-])c1	12.2	-2.5	-23.7	-4.0	-4.8	-2.5	-9.5	-0.3	-11.3	-5.5	-0.8
CN(CC(=O)Nc1ccc(C#N)cc1)Cc1ccc(Cl)c(Cl)c1	16.7	-4.5	-24.0	2.9	5.4	2.6	0.2	-26.7	-1.7	-0.5	-6.8
COc1cccc(C(=O)Nc2cc(=O)n(C)c(=O)n2C)c1OC	-47.2	-20.4	-20.4	-3.6	3.0	0.8	4.2	-17.6	1.4	16.4	17.2
Cc1nn(C)cc1CNC(=O)c1cnn2c1NC(c1ccc(Br)cc1)CC2C(F)(F)F (centres undefined)	1.2	3.7	19.4	-6.4	0.1	-9.9	-13.6	-13.5	-1.6	2.7	12.0
Cn1c(=O)c2c(ncn2CC(O)CO)n(C)c1=O (centres undefined)	-5.2	-11.1	2.4	-1.4	-6.9	4.7	1.2	14.2	10.9	7.7	-3.0
Cc1nc(=O)c(-c2ccccc2)c(C)n1-c1ccc(C(=O)O)cc1	7.4	7.3	6.3	4.5	19.3	-1.4	-13.2	-8.0	16.7	-39.5	13.2
COc1cccc(CNC(=O)COC(=O)c2ccc(N3CCCC3=O)cc2)c1	0.0	12.4	11.8	-0.5	-22.9	-2.5	-16.2	17.7	0.0	0.7	-0.7
COc1cccc(NC(=O)CSc2nnc(-c3cc(C)n(-c4ccccc4)c3C)o2)c1	48.6	43.1	40.2	4.6	58.7	10.0	12.7	88.6*	35.8	26.3	68.0*
O=C(Nc1ccccc1Br)c1ccc(OC(=S)N2CCOCC2)cc1	-98.1	-69.5	-24.1	0.6	-44.0	0.7	11.5	-21.1	-49.5	-16.7	-15.6
CC(=O)c1ccc(OCCCC(=O)NC2CCC(C)CC2)cc1 (centres undefined)	-10.9	2.7	-7.7	5.0	7.0	-1.1	-6.3	-2.8	6.2	-1.6	-20.6
CC(=O)c1ccc(S(=O)(=O)N2CCN(C(=O)CCC3CCCC3)CC2)cc1	-15.6	1.6	-13.0	-12.0	14.9	-2.1	-2.2	-1.6	-0.1	-2.6	2.2
COc1ccc(Cl)cc1NC(=O)CSc1nnc(C2CC2)n1C	19.6	4.6	11.0	1.7	5.8	11.0	12.7	-3.7	-2.5	0.1	4.5
Cc1ccccc1CN1C(=O)CSc2ccc(C(=O)N3CCOCC3)cc21	3.1	5.7	-8.0	4.1	16.7	-6.6	-7.0	-5.5	-2.1	6.0	3.6
Nc1ncnc2c1ncn2C1C=C(CO)C(O)C1O (centres undefined)	-170.0	-9.8	.	0.2	40.7	-9.7	22.3	2.5	7.7	-3.0	.
CCCCNC(=O)CCCCCn1c(=O)[nH]c2cc(C(=O)OC)ccc2c1=O	30.0	-9.1	-1.4	-3.2	7.3	1.5	-4.2	30.0	5.3	0.9	21.8
